# Screening results (PubChem BioAssay)
# OTUD3 block: blocks human OTUD3 ubiquitin-rhodamine cleavage. purified OTUD3, Ub-rhodamine fluorescence, 2 h. Q5T2D3. AID 1645858. hit rate 0.7% among 47,000. inhibition, % at 25 µM
# USP10 inh: inhibitors of human USP10 deubiquitinase | purified USP10, Ub-rhodamine fluorescence, 60 min | inhibition, % at 20 µM | hit rate 1.1% among 47,000 | AID 1645856
# USP17 inh: inhibitors of human USP17 deubiquitinase; purified USP17, Ub-rhodamine cleavage fluorescence, 3 h; inhibition, % at 50 µM; hit rate 6.5% among 47,000
# USP7 block: blocks human USP7 ubiquitin-rhodamine cleavage; Q93009; purified USP7, Ub-rhodamine cleavage fluorescence; inhibition, % at 20 µM; hit rate 0.3% among 47,000
# UCHL1 block: inhibitors of human UCHL1 deubiquitinase; P09936; hit rate 0.2% among 47,000; inhibition, % at 20 µM; AID 1645859; purified UCHL1, Ub-rhodamine cleavage fluorescence
# USP28 inh: blocks human USP28 ubiquitin-rhodamine cleavage; Q96RU2; purified USP28, Ub-rhodamine cleavage fluorescence, 30 min; inhibition, % at 25 µM; hit rate 3% among 47,000; AID 1645857
# Target sequence (Q96RU2 whole entry, looked up): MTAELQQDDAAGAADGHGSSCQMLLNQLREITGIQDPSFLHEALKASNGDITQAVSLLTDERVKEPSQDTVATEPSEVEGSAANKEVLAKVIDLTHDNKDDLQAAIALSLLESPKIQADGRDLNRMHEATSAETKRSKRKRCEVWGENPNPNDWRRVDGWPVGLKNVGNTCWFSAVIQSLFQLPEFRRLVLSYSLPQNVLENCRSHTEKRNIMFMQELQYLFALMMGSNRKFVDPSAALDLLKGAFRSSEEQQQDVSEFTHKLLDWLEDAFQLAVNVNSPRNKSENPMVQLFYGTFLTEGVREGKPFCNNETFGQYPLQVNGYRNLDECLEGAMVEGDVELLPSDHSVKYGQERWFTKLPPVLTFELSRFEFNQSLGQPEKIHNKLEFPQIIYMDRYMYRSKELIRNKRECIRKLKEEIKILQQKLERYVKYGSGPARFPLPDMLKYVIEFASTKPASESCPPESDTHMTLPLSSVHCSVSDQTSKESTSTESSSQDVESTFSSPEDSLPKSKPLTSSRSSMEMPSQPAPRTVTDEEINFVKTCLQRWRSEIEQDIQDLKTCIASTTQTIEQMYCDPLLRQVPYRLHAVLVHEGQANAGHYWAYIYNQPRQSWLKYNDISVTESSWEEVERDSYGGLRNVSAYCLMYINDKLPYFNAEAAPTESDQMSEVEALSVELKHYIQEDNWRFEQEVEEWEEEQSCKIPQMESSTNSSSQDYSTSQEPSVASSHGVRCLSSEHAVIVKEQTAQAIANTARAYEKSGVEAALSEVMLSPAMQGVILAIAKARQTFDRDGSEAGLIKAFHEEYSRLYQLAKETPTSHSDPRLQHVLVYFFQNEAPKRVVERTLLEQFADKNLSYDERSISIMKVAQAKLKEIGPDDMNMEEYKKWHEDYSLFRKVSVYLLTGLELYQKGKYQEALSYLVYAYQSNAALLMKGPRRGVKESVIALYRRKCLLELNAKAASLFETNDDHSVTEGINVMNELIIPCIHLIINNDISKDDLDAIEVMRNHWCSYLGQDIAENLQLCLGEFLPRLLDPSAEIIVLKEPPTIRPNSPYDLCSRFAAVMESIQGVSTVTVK
# USP8 block: human USP8 deubiquitinase inhibition | P40818 | purified USP8, Ub-rhodamine cleavage fluorescence, 30 min | inhibition, % at 20 µM | hit rate 4.2% among 47,000 | AID 1645853
# USP30 block: human USP30 deubiquitinase inhibition; Q70CQ3; purified USP30, Ub-rhodamine cleavage fluorescence; inhibition, % at 25 µM; hit rate 5.3% among 47,000
# * hit, by the source's call; i = inactive; · = not tested or not shown. Rule as the data show it: active = inhibition above about 30%; inactive = the rest.
molecule | OTUD3 block | USP10 inh | USP17 inh | USP7 block | UCHL1 block | USP28 inh | USP8 block | USP30 block
CC1=C2[C@H]3OC(=O)[C@@H](C)[C@@H]3CC[C@@]2(C)C(=O)CC1 | 13 | -1 | 7 | 2 | 0 | 9 | 17 | 25
CC(=O)NC(Cc1ccc(C)cc1)C(=O)NC1CCN(c2nc(C)cc(C)n2)CC1 (stereo not drawn) | -2 | -5 | 0 | 4 | -2 | -5 | 5 | -8
Cc1cccc(NC(=O)c2ccc(N3CCCC3)nn2)c1 | 0 | 2 | -9 | 1 | 0 | 12 | -24 | 32*
CC(C)(C)c1cc(C(=O)Nc2ccc(Cl)cc2)n(Cc2ccccc2)n1 | 6 | 14 | 0 | 0 | 4 | 4 | 0 | 25
COc1ccc(CC(=O)Nc2nc3c(s2)CCC3)cc1 | 5 | -1 | 13 | -1 | 3 | 22 | 23 | -3
O=C(Nc1cccc(F)c1)c1nnc(C2CCCN(C(=O)C3CC3)C2)s1 (stereo not drawn) | 10 | 2 | 3 | -5 | 3 | 11 | 0 | 15
O=C(CC1CCCCC1)N1CCCC(c2[nH]nc3nccnc23)C1 (stereo not drawn) | 17 | 1 | 6 | -5 | 2 | 14 | 4 | 22
CCn1nc(C)cc1C(=O)N1CCCC2(COCCN(CC3CC3)C2)C1 (stereo not drawn) | -1 | 3 | -9 | 4 | 0 | -3 | -59 | 8
CNC(=O)C1CN(C(=O)Nc2cc(C)ccc2C)CC12CCCC2 (stereo not drawn) | 7 | 2 | 5 | 8 | 2 | 0 | 1 | 10
O=C(CCCC1=NS(=O)(=O)c2ccccc2N1)Nc1ccc(Cl)c(Cl)c1 | 12 | 3 | 34* | 3 | -1 | 13 | 0 | 17
Cc1cccc(-c2nc(Cn3c(=O)n(C(C)C)c(=O)c4ccccc43)c(C)o2)c1 | -16 | 5 | 8 | 3 | 3 | 13 | 18 | 20
Cc1cn[nH]c1C1COCCN1S(=O)(=O)c1ccc(F)cc1 (stereo not drawn) | 2 | 0 | 10 | 2 | 1 | -5 | 10 | 18
O=C(CN(Cc1ccccc1)S(=O)(=O)c1ccccc1)N1CCCCCC1 | 12 | 2 | 0 | -7 | -1 | 3 | -5 | 11
c1cc(-c2noc([C@@H]3CCCN3CC3CC3)n2)cc(N2CCCC2)n1 | 0 | -1 | -1 | 0 | 1 | -6 | 0 | -21
NC(=O)c1cc2cc(F)ccc2nc1C1CCN(C(=O)c2ccncc2)CC1 | -7 | 0 | -1 | 0 | -1 | 0 | -11 | 12
Cc1ccn2c(=O)c(NC(=O)COc3ccc(Cl)cc3)c(C)nc2c1 | 10 | 2 | 9 | 1 | 2 | 14 | 16 | 18
COc1cccc(-c2cc3c(=O)n(Cc4nc(-c5ccccc5)no4)ccn3n2)c1 | -12 | -4 | -13 | 7 | 6 | -22 | 4 | -77
O=C(CCc1nnc2ccc(N3CCCCC3)nn12)NCC1CCN(Cc2ccc(F)cc2)CC1 | -22 | -1 | -9 | -9 | -6 | -16 | 26 | -46
CC(C)CN1[C@H]2CCN(Cc3cnn(C)c3)CC[C@@H]2Oc2ccccc2S1(=O)=O | -5 | -4 | -38 | -26 | -6 | · | -4 | ·
CCCN1CCN(C(=O)c2oc3ccccc3c2NC(=O)c2ccc(OCC)cc2)CC1 | 9 | 0 | -6 | 7 | 5 | 7 | 13 | 3
O=C(Nc1ccc(F)cc1F)c1nnsc1Sc1ccc(Cl)cc1 | -3 | 1 | 1 | 0 | -7 | -11 | 6 | -11
O=C(COc1ccccc1)N1CCC2(CC1)NC(=O)N(CCOc1ccccc1)C2=O | -2 | -2 | -2 | -10 | 1 | -7 | 6 | -9
COc1ccccc1CC(=O)Nc1cnc(-c2ccc(C)cc2)nc1 | 4 | 6 | 5 | 1 | 5 | 3 | 8 | -1
COc1ccc2[nH]c3c(NCCc4ccccc4OC)ncnc3c2c1 | -1 | -12 | 34* | 1 | -5 | -11 | 1 | -23
Cc1ccc(CNC(=O)c2cc(OCc3ccccc3)nc3ccccc23)cc1 | 2 | 8 | 15 | 3 | 1 | -1 | -5 | 15

# Among those listed so far, three contain an NH in an aromatic ring.
molecule | OTUD3 block | USP10 inh | USP17 inh | USP7 block | UCHL1 block | USP28 inh | USP8 block | USP30 block
O=C(CC1CCCCC1)N1CCCC(c2[nH]nc3nccnc23)C1 (stereo not drawn) | 17 | 1 | 6 | -5 | 2 | 14 | 4 | 22
Cc1cn[nH]c1C1COCCN1S(=O)(=O)c1ccc(F)cc1 (stereo not drawn) | 2 | 0 | 10 | 2 | 1 | -5 | 10 | 18
COc1ccc2[nH]c3c(NCCc4ccccc4OC)ncnc3c2c1 | -1 | -12 | 34* | 1 | -5 | -11 | 1 | -23

# (further entries)
molecule | OTUD3 block | USP10 inh | USP17 inh | USP7 block | UCHL1 block | USP28 inh | USP8 block | USP30 block
COc1ccc(CCNc2ncnc3c2c(C)c(C)n3Cc2cccnc2)cc1OC | 1 | -2 | -5 | 5 | 1 | 16 | 2 | 15
COc1cccc(CNC(=O)[C@H](CCSC)NC(=O)[C@@H]2Cc3c([nH]c4ccccc34)C3c4ccccc4C(=O)N32)c1 (stereo partly drawn) | -21 | -8 | -27 | -10 | -2 | -2 | 4 | -99
COc1ccc(/C=C/C(=O)Nc2cccc(S(=O)(=O)Nc3ccccc3Cl)c2)c(OC)c1 | 10 | 62* | 7 | 9 | 3 | 52* | 66* | 69*
C[C@@H]1C[C@@H]2O[C@@H]2/C=C/[C@@H](O)CC(=O)O1 | -17 | 1 | 3 | 2 | -2 | -7 | 4 | 14
O=C(CC1C(=O)Nc2ncnn21)Nc1cccc2ccccc12 (stereo not drawn) | -9 | -2 | -12 | -1 | -4 | -25 | -21 | -16
COc1ccc(S(=O)(=O)N2CCn3nc(C(C)(C)C)cc3C2)cc1 | -9 | 0 | -8 | -10 | 0 | -2 | 4 | -4
c1cnc(N2CCN(c3ncnc4c3nc3n4CCCCC3)CC2)nc1 | 9 | -1 | 2 | -10 | 0 | 9 | 12 | 16
COc1ccc(CNC(=O)c2cnc(N3CCCCC3)nc2C)cc1 | -5 | -3 | -10 | -8 | -1 | -10 | -6 | -16
CC(C)C[C@H](NC(=O)OC(C)(C)C)C(=O)N1CCC(C(=O)NCC2CCC(C(=O)O)CC2)CC1 (stereo partly drawn) | 8 | 4 | · | 6 | 2 | 6 | 16 | 10
CC12C(=O)N(Cc3ccc(F)cc3)CC(=O)N1CCc1c2[nH]c2ccccc12 (stereo not drawn) | 2 | 4 | 16 | -26 | 7 | 17 | 15 | 17
COc1ccc(C2CC(c3ccc(C)cc3)N(C(=O)c3ccccc3OC)c3ncnn32)cc1 (stereo not drawn) | -173 | -4 | -151 | -136 | -158 | -241 | -13 | i
O=C(NC1CCCCC1)c1ccccc1N1C(=O)[C@@H]2Cc3c([nH]c4ccccc34)C(c3ccc(F)cc3)N2C1=O (stereo partly drawn) | -40 | -6 | · | -30 | -29 | -72 | -25 | -278
O=C(Nc1cnc(N2CCCCCC2)nc1)c1ccccc1 | -2 | 0 | 6 | -15 | 0 | 14 | 8 | 15
O=C(COc1ccc2oc3c(c2c1)CCCC3)Nc1ccccn1 | 17 | 1 | 71* | 6 | 1 | 13 | -1 | 48*
Cc1ccc(Cl)cc1N1CCN(C(=O)[C@H]2[C@@H]3C[C@@H]4[C@H]2C(=O)O[C@@H]4C3)CC1 | 8 | 1 | -2 | 1 | 1 | 16 | 0 | 12
CCn1nc(C)c(S(=O)(=O)N2CCN(C(=O)c3ccccc3)CC2)c1C | 7 | 1 | 6 | 5 | 3 | 2 | 8 | 10
Cc1ccccc1C(=O)c1cccn1CC(=O)NCc1ccc(F)cc1 | -6 | -7 | 1 | -22 | -4 | -10 | 12 | -50
Cc1cccc(S(=O)(=O)N2CCC3(C2)C(=O)Nc2ccccc23)c1 (stereo not drawn) | -14 | -5 | -4 | -3 | -2 | -20 | -29 | -27
CCN1C(=O)CC[C@]2(CNC(=O)c3ccc4c(c3)OCO4)CCC[C@@H]12 | 10 | 0 | 8 | 2 | 1 | 7 | 20 | 28
CCOc1ccc(NC(=S)Nc2ccc(Cc3ccncc3)cc2)cc1 | 8 | 3 | 7 | 4 | 3 | 37* | -1 | 23
O=C1NCCCn2cc(S(=O)(=O)N3CCN(c4ccccc4)CC3)cc21 | -12 | -2 | -50 | -16 | 0 | -8 | -205 | -126
CN(C)CCn1ccc2ccn(Cc3nc(C4CC4)no3)c(=O)c21 | -4 | -2 | -2 | 3 | 2 | 1 | 1 | -9
O=C(NC1CCCCC1)N1CC[C@H](c2nc3ccccc3o2)C1 | 1 | -1 | 1 | 0 | 2 | -1 | 0 | 0
Cc1c(Cl)ccc2sc(N(Cc3ccncc3)C(=O)c3ccco3)nc12 | -4 | 0 | -6 | 0 | -3 | -12 | 3 | -24
CCCC(=O)NCC1(N2CCOCC2)CCCCC1 | -1 | 3 | -12 | -2 | -3 | -11 | 3 | 0
COc1cc(/C=C2\N=C(c3ccccc3)N(CC(C)=O)C2=O)cc(OC)c1OC | -52 | -2 | -22 | 0 | 0 | -12 | -81 | i
O=C(CNS(=O)(=O)c1cccs1)Nc1ccc2c(c1)OCCO2 | -3 | -4 | -2 | -4 | -2 | 18 | 6 | -22

# Compound profiles (already shown):
# O=C(NC1CCCCC1)N1CC[C@H](c2nc3ccccc3o2)C1 as listed: OTUD3 block = 1; USP10 inh = -1; USP17 inh = 1; USP7 block = 0; UCHL1 block = 2; USP28 inh = -1; USP8 block = 0; USP30 block = 0
# CNC(=O)C1CN(C(=O)Nc2cc(C)ccc2C)CC12CCCC2 (stereo not drawn) as listed: OTUD3 block = 7; USP10 inh = 2; USP17 inh = 5; USP7 block = 8; UCHL1 block = 2; USP28 inh = 0; USP8 block = 1; USP30 block = 10
# CC(=O)NC(Cc1ccc(C)cc1)C(=O)NC1CCN(c2nc(C)cc(C)n2)CC1 (stereo not drawn) as listed: OTUD3 block = -2; USP10 inh = -5; USP17 inh = 0; USP7 block = 4; UCHL1 block = -2; USP28 inh = -5; USP8 block = 5; USP30 block = -8
